High-throughput results (PubChem BioAssay)
PLK1 PBD inh – PLK1 (human) polo-box domain binding inhibition; hit rate 2.8% among 360,000; Plk1 PBD binding of FITC phosphopeptide, fluorescence polarization; AID 720504; P53350; Potency, µM, for the others: max response, negative = inhibition, usual class: inhibitors; further: potency means the concentration at half of the fitted maximal effect; series mostly up to about 57 µM; on the % scale 0 is the no-effect control and ±100 the full control effect; nearly all actives have a fitted effect of over 65% in size
Target sequence (P53350 whole entry, looked up, the tested form may be a part): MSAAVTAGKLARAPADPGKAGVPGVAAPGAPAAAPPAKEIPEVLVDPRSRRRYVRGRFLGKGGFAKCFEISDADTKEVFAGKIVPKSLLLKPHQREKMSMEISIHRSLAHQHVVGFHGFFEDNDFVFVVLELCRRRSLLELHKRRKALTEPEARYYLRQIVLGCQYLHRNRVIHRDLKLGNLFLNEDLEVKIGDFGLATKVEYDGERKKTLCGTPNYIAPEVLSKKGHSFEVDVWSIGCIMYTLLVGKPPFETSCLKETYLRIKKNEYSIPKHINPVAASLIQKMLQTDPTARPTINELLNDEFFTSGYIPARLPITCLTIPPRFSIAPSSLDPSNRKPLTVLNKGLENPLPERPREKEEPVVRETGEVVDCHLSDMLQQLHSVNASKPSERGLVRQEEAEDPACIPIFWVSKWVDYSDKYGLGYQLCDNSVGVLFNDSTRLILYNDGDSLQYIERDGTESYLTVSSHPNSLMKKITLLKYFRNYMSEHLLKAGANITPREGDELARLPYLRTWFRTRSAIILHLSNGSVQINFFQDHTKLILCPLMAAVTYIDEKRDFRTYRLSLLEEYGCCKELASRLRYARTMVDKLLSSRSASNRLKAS
PI5P4Ka inh – inhibitors of human PI5P4K alpha; PI5P4Kalpha enzyme, ADP-Glo luminescence, 60 min; hits give low values; max response, %; hit rate 1.2% among 330,000; AID 652105; active means max response of -50% or lower; inconclusive means between -30% and -50%; inactive means -30% or higher; further: value at the top dose of about 77 µM; on the % scale 0 is the no-effect control and ±100 the full control effect
Target sequence (P48426 whole entry, looked up): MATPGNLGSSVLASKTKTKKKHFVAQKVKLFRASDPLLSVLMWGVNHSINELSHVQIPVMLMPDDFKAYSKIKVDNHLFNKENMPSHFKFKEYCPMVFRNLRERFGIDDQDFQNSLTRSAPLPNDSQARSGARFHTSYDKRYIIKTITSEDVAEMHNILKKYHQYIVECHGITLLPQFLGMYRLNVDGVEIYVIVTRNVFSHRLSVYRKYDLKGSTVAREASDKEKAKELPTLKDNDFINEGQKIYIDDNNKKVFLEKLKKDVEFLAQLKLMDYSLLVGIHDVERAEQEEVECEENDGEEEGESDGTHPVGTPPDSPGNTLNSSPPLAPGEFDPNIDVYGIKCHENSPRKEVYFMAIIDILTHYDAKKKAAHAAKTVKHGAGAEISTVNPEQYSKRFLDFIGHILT
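ADP-Glo luminescence end-point read after a 60 min room-temperature kinase reaction of PI5P4Kalpha plus substrate, initiated with ATP at 5 microM final. Buffer: 0.038 M HEPES pH 7.4, EGTA, 0.1% CHAPS, 5% DMSO.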
EPAC1 antag – blocks human EPAC1 exchange factor; hit rate 0.14% among 360,000; AID 720709; Potency, µM (titrated, usually from 115 µM), for the others: at the top dose activity change, negative = inhibition, usual class: inhibitors; O95398; EPAC1 GEF assay, Rap1b-BODIPY-GDP exchange fluorescence;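 further: potency means the concentration at half of the fitted maximal effect; plate controls were vehicle for no effect and positive control for full effect; nearly all actives have a fitted effect of over 50% in size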
Mm-Cpn inhibitor – blocks the Methanococcus maripaludis chaperonin Mm-Cpn; Potency, µM (doses to about 76.9 µM), inactives show top-dose activity, negative = inhibition, usual class: inhibitors; hit rate 0.031% among 330,000; purified Mm-Cpn ATPase, ADP Transcreener TR-FRET; AID 504842; further: potency means the concentration at half of the fitted maximal effect; on the % scale 0 is the no-effect control and ±100 the full control effect; nearly all actives have a fitted effect of over 80% in size
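Measured: ADP formation by purified Mm-CPN. Conditions: 25 nM protein, 10 uM ATP, Tris pH 7.4 with Mg2+, K+ and DTT, 37°C for 30 min. Detection: Transcreener HTRF after 30 min at room temperature.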
WRN helicase inh – WRN helicase (human) inhibition; Potency, µM (doses to about 114 µM), for inactives: top-dose activity change, negative = inhibition, usual class: inhibitors; hit rate 0.46% among 360,000; WRN helicase unwinding, fluorescent forked duplex, kinetic; AID 651768; Q14191; further: potency means the concentration at half of the fitted maximal effect; on the % scale 0 is the no-effect control and ±100 the full control effect; nearly all actives have a fitted effect of over 55% in size
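WRN at 20 nM final preincubated with compound 15 min at room temperature; reaction started with 100 nM fluorophore/quencher forked duplex oligonucleotide and 2 mM ATP final. Unwinding followed kinetically by red fluorescence (ex 525, em 598 nm).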
EPAC2 antagonist – EPAC2 (human) antagonism; Q8WZA2; EPAC2 GEF exchange of Rap1B-BODIPY-GDP, fluorescence; Potency, µM (top dose mostly 114 µM), without a hit: at the top dose activity, negative = inhibition, most hits filed as inhibitors; hit rate 0.18% among 360,000; AID 720708; further: potency means the concentration at half of the fitted maximal effect; on the % scale 0 is the no-effect control and ±100 the full control effect; nearly all actives have a fitted effect of over 45% in size; many of its hits are not listed in these tables
EPAC1 ag – agonists of human EPAC1 | Potency, µM (doses to about 154 µM), for the others: top-dose activation, actives largely listed as activators | hit rate 0.073% among 360,000 | AID 720707 | EPAC1 agonist qHTS, biochemical assay; response scale: 100% = response to 6.5 mM cAMP; further: potency means the concentration at half of the fitted maximal effect; nearly all actives have a fitted effect of over 60% in size
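Nucleotide exchange assay: 100 nM EPAC1 with 250 nM Rap1B loaded with BODIPY-GDP and 50 uM GDP, room temperature. Fluorescence (480/540 nm) read every 5 min for 30 min; signal change normalized to 6.5 mM cAMP as full agonist.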
CCT chaperon mod – cytosolic chaperonin activity modulation. purified chaperonin ATPase assay, HTRF ADP detection, 30 min. activity change, % (test concentration not listed), hits read low. hit rate 0.3% among 360,000. AID 651819; in the data active means activity change below about -30%; further: on the % scale 0 is the no-effect control and ±100 the full control effect
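TRiC at 40 or 20 nM final (batch-dependent) in 30 mM Tris pH 7.4, 100 mM KCl, 5 mM MgCl2, 1 mM DTT, with compound at single 76 uM and 10 uM ATP, 30 min at 37 deg C. ADP detected by HTRF Transcreener, 665/615 ratio.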
Numbers without * were called inactive; ? = inconclusive; / = no result given; [ ] = dose if it differs, or a comment. Unless noted, the call rests on the fitted dose curve; in most records, active means well fitted curve in the direction sought with a large enough effect; inconclusive means small, poorly fitted or top-dose-only effect, or another doubt; inactive means no such curve, though single readings can be large; an effect the other way counts as inactive or inconclusive. Only part of the results is shown. The share of hits here may be higher or lower than overall.

SMILES	PLK1 PBD inh	PI5P4Ka inh	EPAC1 antag	Mm-Cpn inhibitor	WRN helicase inh	EPAC2 antagonist	EPAC1 ag	CCT chaperon mod
O=C(N/N=C/c1ccccn1)C1CC1	-1%	-1	13%	-20%	9%	-7%	-10%	4.1
NC(=O)C1CCN(C(=O)c2cc3n(n2)C(C(F)(F)F)CC(c2ccco2)N3)CC1 (configuration not stated)	-10%	4	10%	3%	5%	8%	5%	-1.4
N#Cc1cc2c(nc1Cl)CCC2	5%	-2	7%	1%	-6%	-13%	-6%	0.5
COc1ccc(-c2cnc(SCC(=O)Nc3cc(C)on3)n2Cc2ccco2)cc1	-4%	2	-13%	-3%	-19%	-6%	5%	0.5
CC(=O)N1CCc2cc(Br)cc(S(=O)(=O)NCCCN3CCC(C)CC3)c21	-3%	-6	-3%	0%	0%	1%	6%	-4.4
O=C(NC1CCCCC1)c1cnn2c(C(F)(F)F)cc(-c3ccco3)nc12	?	/	-1%	2%	-15%[57.1 µM]	-5%	2%	-1.3
CC(C)CC1NC(=O)C(CC(C)C)N(CO)C1=O (configuration not stated)	-5%	-5	6%	/	-1%	3%	2%	1.3
CCOc1ccccc1/C=N/NC(=O)c1cccc(S(=O)(=O)N(CC)CC)c1	-1%	2	-13%	-4%	-10%	-9%	7%	-2.1
Cn1cc(-c2ccccc2C(=O)O)c(=O)c2ccccc21	-14%	4	-10%	-1%	-1%	10%	-2%	-2.7
COc1ccc(C(=O)CSc2nnc(-c3ccco3)n2C)cc1	-12%	/	8%	1%	4%	12%	2%	0.0
COc1ccc(CC(=O)Nc2ccc(S(=O)(=O)Nc3cc(OC)nc(OC)n3)cc2)cc1	-12%	3	-4%	2%	-8%[57.1 µM]	-4%	3%	1.0
Cc1c(NC(=O)Nc2c(Cl)cccc2Cl)c(=O)n(-c2ccccc2)n1C	-3%	-4	5%	2%	1%	-3%	-15%	1.2
Cc1cc(C)c(-c2cc(NC(=O)COC(=O)c3ccc(CO)cc3)n(-c3ccccc3)n2)cc1C	5%	0	-2%	0%	-4%	6%	-14%	-0.2
CCC1(c2ccc(F)cc2)NC(=O)N(CC(=O)NCc2ccc(F)cc2)C1=O (configuration not stated)	-18%	-1	-17%	2%	2%[57.1 µM]	1%	3%	-2.5
CC(=O)Nc1ccc(S(=O)(=O)N2CCC(NC(=O)C(Cc3cccc(F)c3)NC(C)=O)CC2)cc1 (configuration not stated)	-2%	2	13%	-2%	1%	0%	-1%	0.0
COc1ccc(C(=O)NCC(=O)N/N=C(\C)c2ccco2)cc1OC	1%	3	-12%	1%	4%	-1%	-7%	1.6
CCCOc1ccc(CNC(=O)C2CCN(C(=O)N3CCOc4ccccc43)CC2)cc1	-7%	14	6%	0%	-11%	-5%	-7%	-4.1
CCc1cc2cc(OC)ccc2nc1SCC(=O)Nc1cc(OC)c(OC)cc1C(=O)O	-23%	1	2%	-3%	-9%	-15%	-4%	-0.4
CCCCNC(=O)C1(C)CCN1C(=O)c1ccc(F)c(C)c1 (configuration not stated)	-5%	-1	-26%	/	0%	-7%	4%	0.7
Nc1nc(NCCOCCO)nc(NC2CCCCC2)c1[N+](=O)[O-]	-18%	0	-21%	0%	-7%	-4%	-10%	-2.8
CC(NC(=O)C(C)(C)C)C(c1cccs1)N1CCOCC1 (configuration not stated)	-3%	-1	2%	3%	-6%	0%	6%	0.9
CCCNS(=O)(=O)c1cccc2cccnc12	-12%	5	5%	-1%	3%	12%	-10%	0.9
NC(=O)CC(NC(=O)c1ccccc1)c1ccc(NCCc2ccc(F)cc2)c([N+](=O)[O-])c1 (configuration not stated)	4%	-6	-7%	-13%	-3%	-22%	-7%	-0.1
Cc1nnc(SC(C)C(=O)NC2CCCCC2C)s1 (configuration not stated)	-15%	1	-7%	-4%	-21%	-18%	-21%	1.0
Cc1cccc(C)c1NC(=O)CN(C)C(=O)c1cccc(S(=O)(=O)N2CCN(c3ccc(F)cc3)CC2)c1	-6%	-2	9%	0%	0%	-4%	-6%	-1.9
O=C(CN(C(=O)CNC(=O)c1ccco1)c1ccc2c(c1)OCCO2)NC1CCCCC1	-1%	2	9%	-1%	4%	8%	5%	0.3
CCOc1ccc(S(=O)(=O)N2CCOCC2)cc1NC(=O)Cc1c(F)cccc1Cl	2%	-9	9%	0%	9%	4%	-3%	0.1
CC(=O)Nc1ccc(NC(=O)CSc2nnc(C)c(=O)[nH]2)cc1	-9%	7	17%	-4%	-17%	1%	4%	-0.1
CC(C)CC(=O)Nc1cccc(-c2csc(-c3ccccc3)n2)c1	1%	16	-9%	-13%	-12%	-5%	9%	-3.4
COc1ccccc1NS(=O)(=O)c1ccc(C)c(C(N)=O)c1	-11%	-7	14%	0%	-9%	24%	3%	2.4
CCOC(=O)N1CCN(S(=O)(=O)c2cc(-c3nn4c(C)nnc4c4ccccc34)ccc2C)CC1	-6%	-8	-10%	-1%	3%	?	3%	0.2
Cc1cnc(C(=O)Nc2ccc(S(=O)(=O)N(C(C)C)C(C)C)cc2)cn1	1%	-7	4%	0%	3%	5%	-3%	-1.0
CC(=O)c1ccc(-n2nnnc2SCC(=O)N2CCN(C(=O)c3ccco3)CC2)cc1	-1%	2	5%	1%	8%	-5%	4%	-1.8
Cc1cc(C([O-])=C(C(=S)Nc2ccc(F)cc2)[n+]2ccccc2)c(C)n1-c1ccc(F)cc1	-4%	-5	2%	/	-8%	10%	-11%	1.1
CCN1/C(=C/C=C/C=C/C=C/c2sc3ccccc3[n+]2CC)Sc2ccccc21	10%	?	4%	-3%	-30%	-3%	0%	-1.6
Nc1ncnc2c1ncn2[C@@H]1O[C@H](CNS(=O)(=O)c2cc3ccccc3s2)[C@@H](O)[C@H]1O	5%	-2	-13%	-21%	-7%	5%	11%	0.0

One compound at a time, as listed above. Order of screens: PLK1 PBD inh | PI5P4Ka inh | EPAC1 antag | Mm-Cpn inhibitor | WRN helicase inh | EPAC2 antagonist | EPAC1 ag | CCT chaperon mod
`CC(=O)c1ccc(-n2nnnc2SCC(=O)N2CCN(C(=O)c3ccco3)CC2)cc1` in the list: -1% | 2 | 5% | 1% | 8% | -5% | 4% | -1.8
`CC(C)CC(=O)Nc1cccc(-c2csc(-c3ccccc3)n2)c1` in the list: 1% | 16 | -9% | -13% | -12% | -5% | 9% | -3.4

Continued.
SMILES	PLK1 PBD inh	PI5P4Ka inh	EPAC1 antag	Mm-Cpn inhibitor	WRN helicase inh	EPAC2 antagonist	EPAC1 ag	CCT chaperon mod
O=C(Oc1ccc(/C=N/NC(=O)c2ccccn2)cc1)c1ccc(Br)cc1	4%	2	-2%	/	8%	5%	6%	-1.4
C[C@@H]1CC[C@@]2(OC1)O[C@H]1C[C@H]3[C@@H]4CC=C5C[C@@H](O)[C@H](O)C[C@]5(C)C4CC[C@]3(C)[C@H]1[C@@H]2C (some centres not stated)	-12%	20	-10%	2%	5%[11.6 µM]	-21%	-17%	-3.9
O=P(COCCOCP(=O)(c1ccccc1)c1ccccc1)(c1ccccc1)c1ccccc1	-5%	6	-17%	1%	5%	-7%	9%	0.9
COc1ccc(S(=O)(=O)N2CC(=O)Nc3ccccc32)cc1F	-19%	-8	-12%	3%	14%	11%	3%	-1.7
Cc1ccc(-c2cc(C(=O)Nc3c(C)n(C)n(-c4ccccc4)c3=O)[nH]n2)c(O)c1C	-1%	5	11%	2%	3%	0%	-2%	0.5
COc1cc(/C=C/C(=O)OCC(=O)Nc2ccc(Cl)cn2)ccc1O	-10%	-22	?	0%	4%[11.6 µM]	-2%	0%	1.2
CCc1cc(=O)oc2c(C)c(OCC(=O)NCc3ccccn3)ccc12	-2%	0	?	-14%	-13%	-11%	-3%	-2.6
CCN(c1ccc(OC)cc1)S(=O)(=O)c1nnc(NC(=O)C2CCCCC2)s1	-7%	-1	9%	-1%	-1%	1%	6%	-1.0
O=C(NCc1ccccc1Cl)C1CCC(=O)N(CC2CCCCC2)C1 (configuration not stated)	-13%	-2	11%	-4%	-34%	7%	0%	0.2
Cc1nc2ccccc2cc1OCc1ccc(F)cc1	-10%	/	-18%	-2%	-2%	-2%	8%	0.7
COc1cccc(NS(=O)(=O)c2ccc3c(c2)N(C(C)=O)CCO3)c1	-18%	1	-4%	2%	-1%	-27%	0%	1.1
COc1cccc(-c2cnc(C(O)c3c(C)cc(C)cc3C)[nH]2)c1 (configuration not stated)	-3%	-6	-7%	/	0%[57.1 µM]	-10%	-6%	-0.5
Cc1ccc(-c2csc(N3CCN(c4cc5c(cc4Cl)nc(C(C)N)n5CCCO)CC3)n2)cc1 (configuration not stated)	-7%	11	6%	-5%	2%	5%	-4%	-2.9
CCC1C(=O)C(C)(C)C(=O)OC1c1ccc([N+](=O)[O-])cc1 (configuration not stated)	-15%	0	-5%	-1%	2%	-1%	-5%	-0.6
COc1ccc(NC(=S)SC)cc1OC	-9%	2	-9%	2%	-2%	19%	4%	-1.6
O=C(COC(=O)Cc1ccc(-c2ccccc2)cc1)NCc1ccc(F)cc1	-14%	-7	-6%	-5%	-6%	6%	-4%	-2.0
Cc1[nH]c2ccc(C(=O)OC(C)C(=O)NC3(C#N)CCCCC3)cc2c1C (configuration not stated)	0%	0	-10%	-1%	-4%	-7%	-2%	-3.4
CCOc1ccc(NC(=O)CNC(=O)c2cccs2)cc1	-13%	1	0%	1%	0%	6%	-2%	-1.3
Cc1cc(C)c(NC(=O)c2ccc(S(=O)(=O)N(C)C)cc2)c(C)n1	-10%	/	3%	-2%	-5%	7%	0%	-4.0
O=C(O)CCSc1nnc(COc2ccc(Cl)cc2)n1-c1ccccc1	-1%	-1	-23%	-1%	5%	-3%	5%	-14
O=C(CCN1CCCC1Cc1ccccc1)c1ccc2c(c1)OCCO2 (configuration not stated)	21µM*	0	17%	/	56µM*	18%	-1%	0.8
COc1ccc(N(CC(=O)N/N=C(\C)c2ccc(C)cc2)S(=O)(=O)c2ccccc2)cc1	-2%	4	-22%	0%	0%[57.1 µM]	-6%	10%	0.8
Cc1ccc(NC(=O)c2ccc3c(c2)OCO3)cc1Cl	-12%	-6	-12%	0%	6%	-3%	10%	-0.7
COC(=O)C[C@@H]1CC[C@@H](NS(=O)(=O)c2ccc(F)cc2)[C@@H](CO)O1	-1%	4	-7%	/	-5%	1%	6%	/
COc1ccc2sc(-c3ccc(S(C)(=O)=O)cc3)c(C#Cc3cncn3C)c2c1	-29%	0	-7%	0%	-2%	-7%	11%	-12
